Bioassay records as filed in PubChem.
FBW7 activator: activators of human E3 ligase FBW7 | Q969H0 | AlphaScreen FBW7–phospho-cyclin E peptide binding, activator screen | normalized activity (activation), % at 26.1 µM | 0.13% of 650,000 active | AID 1259310; in the data active = normalized activity above about 1.9%;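 also: purified mutant Fbw7 with reduced substrate affinity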
TEAD-YAP block: TEAD-YAP interaction inhibition | HEK-TIYL cells, TEAD-Gal4/YAP UAS-luciferase luminescence | inhibition, % at 9.12 µM | 1.4% of 640,000 active; in the data active = inhibition above about 32%;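 also: 0% = median of test compound wells and 100% = reference inhibitor wells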
GPR151 ag: activates the human receptor GPR151; Q8TDV0; PathHunter beta-arrestin GPR151 cells, luminescence; activation, % at 11.2 µM; 1% of 650,000 active; in the data active = activation above about 4.9%;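 also: 0% = median of compound wells and 100% = cells with positive control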
Target sequence (Q8TDV0 whole entry, looked up): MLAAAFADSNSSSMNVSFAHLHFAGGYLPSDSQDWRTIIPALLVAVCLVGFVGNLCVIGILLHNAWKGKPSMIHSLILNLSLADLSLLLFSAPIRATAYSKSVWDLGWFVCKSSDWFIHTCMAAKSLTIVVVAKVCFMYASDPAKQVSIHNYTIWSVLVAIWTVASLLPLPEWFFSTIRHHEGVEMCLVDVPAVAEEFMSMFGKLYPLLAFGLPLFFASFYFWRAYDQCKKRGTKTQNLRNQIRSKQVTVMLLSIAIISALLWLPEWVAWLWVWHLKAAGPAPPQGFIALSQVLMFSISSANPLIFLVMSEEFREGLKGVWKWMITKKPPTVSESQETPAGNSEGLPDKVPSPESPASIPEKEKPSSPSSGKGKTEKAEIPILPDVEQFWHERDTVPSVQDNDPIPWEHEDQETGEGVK
MITF primary: blocks human microphthalmia-associated transcription factor; 0.91% of 650,000 active; AlphaScreen MITF homodimerization, bead proximity signal; O75030; inhibition, % at 2.6 µM; in the data active = inhibition above about 50%;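 also: 0% = vehicle wells with protein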
Target sequence (O75030 whole entry, looked up): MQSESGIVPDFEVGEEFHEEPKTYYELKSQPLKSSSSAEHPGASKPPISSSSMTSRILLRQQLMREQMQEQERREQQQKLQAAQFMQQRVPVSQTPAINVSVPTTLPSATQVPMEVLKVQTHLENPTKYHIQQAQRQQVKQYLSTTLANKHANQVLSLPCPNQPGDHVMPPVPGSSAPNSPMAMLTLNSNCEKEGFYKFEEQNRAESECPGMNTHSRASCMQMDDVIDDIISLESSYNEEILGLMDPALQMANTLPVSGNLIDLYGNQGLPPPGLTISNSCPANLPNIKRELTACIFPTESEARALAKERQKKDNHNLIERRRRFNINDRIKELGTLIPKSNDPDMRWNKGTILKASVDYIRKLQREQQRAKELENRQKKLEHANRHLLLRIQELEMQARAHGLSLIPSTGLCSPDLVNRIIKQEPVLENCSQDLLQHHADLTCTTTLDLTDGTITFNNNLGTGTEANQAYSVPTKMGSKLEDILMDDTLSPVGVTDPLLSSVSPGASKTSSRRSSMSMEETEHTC
Active calls of the source: *; & = joins results of further samples.

(1) O=C(CCN1CCN(C/C=C/c2ccccc2)CC1)Nc1ccccc1F
(2) COC(=O)c1cc2ccc3c(c2oc1=O)CN(Cc1ccco1)CO3
(3) CCCn1c(CCC(=O)Nc2ccc(NC(C)=O)cc2)nc2cccnc21
(4) Cc1sc(NC(=O)c2ccc(Cl)cc2Cl)c(C(N)=O)c1C
(5) CCOC(=O)C(C(C)=O)C(c1ccc(OC)c(OC)c1)C(C(C)=O)C(=O)OCC (stereo not given)

assay / entry	1	2	3	4	5
GPR151 ag	-0.4	-0.2	1.9	0.9	0.9
MITF primary	-3	5	8	6	-10
TEAD-YAP block	14	-10	3	-26	0
FBW7 activator	-0.1	-0.2	-0.3	0.3	-0.1

(6) CC1=CC(=O)C=C(C)C1=N/C(=N/S(=O)(=O)c1ccccc1)c1ccccc1
(7) CC1Cc2ccccc2N1C(=O)Cn1nc(SCc2ccccn2)nc1N (stereo not given)
(8) c1ccc(CN2CCCN(c3nc4c(c(N5CCOCC5)n3)CCCC4)CC2)cc1
(9) O=C1CC(c2ccc(F)c(Br)c2)c2ccc3ccccc3c2N1 (stereo not given)
(10) CCCCCCCCn1c(N2CCCCC2)nc2c1c(=O)[nH]c(=O)n2C

assay / entry	6	7	8	9	10
GPR151 ag	1.1	-0.3	0.7	0.0	0.8
MITF primary	2	-13	-4	5	-6
TEAD-YAP block	2	-12	5	30	-4
FBW7 activator	0.1	0.1	-0.4	-0.2	0.0

(11) COC(=O)C1=C(O)/C(=C/c2ccc(O)cc2)N=C1C
(12) Cc1ccc(CN2CCN3C(=O)[C@H](Cc4ccccc4)N(C)C(=O)[C@H]3C2)c(C)c1
(13) CC(=O)C1=C(O)C(=O)N(c2ccc(C(=O)O)cc2)C1c1ccc(F)cc1 (stereo not given)
(14) CCOC(=O)C1=C(CSc2nc(CC)c(C)cc2C#N)OC(N)=C(C#N)C1c1ccc(OC)cc1 (stereo not given)
(15) O=C(O)CNC(=O)c1cc(=O)[nH]c(=O)[nH]1

assay / entry	11	12	13	14	15
GPR151 ag	0.1	0.4	-0.3	-0.9	0.4&1.6
MITF primary	-3	2	-2	3	3&3
TEAD-YAP block	-2	-8	8	-13	2&-8
FBW7 activator	-0.1	-0.2	-0.1	-0.1	-0.2&-0.1

(16) COc1cc(-c2nc3ccccc3c(=O)n2NC(=O)c2ccc([N+](=O)[O-])c(C)c2)cc(OC)c1OC
(17) Oc1cc(OCc2ccccc2)ccc1-c1[nH]ncc1-c1ccccc1
(18) O=C(NCc1ccccn1)C(=O)Nc1ccc(Cl)c(Cl)c1
(19) COc1cc(Nc2nc3ccc(Cl)cc3n3cnnc23)cc(OC)c1OC
(20) COc1ccccc1NC(=S)N(CCCN1CCN(C)CC1)Cc1cccs1

assay / entry	16	17	18	19	20
GPR151 ag	-0.8	2.0	0.0	-0.3	-0.2
MITF primary	-10	7	17	50	-11
TEAD-YAP block	0	-7	0	2	-2
FBW7 activator	0.0	0.1	-0.1	0.0	-0.1

(21) Cc1ccc2c(c1)CCCN2C(=O)c1ccncc1
(22) Fc1ccc(CN2CCN(c3ncccn3)CC2)cc1
(23) Cc1cc2c(cc1C)C(c1ccc(Cl)c(F)c1)CC(=O)N2 (stereo not given)
(24) O=C(O)c1ccc(-n2cc(-c3ccnc4ccccc34)cn2)cc1
(25) Cc1cccc(C)c1N=C1S/C(=C\c2ccccc2C(F)(F)F)C(=O)N1c1ccccc1

assay / entry	21	22	23	24	25
GPR151 ag	-0.2	-1.3	-0.2	2.0	-1.2
MITF primary	16	10	-3	-1	12
TEAD-YAP block	5	1	-9	0	4
FBW7 activator	-0.1	0.0	-0.2	0.6	0.1

(26) O=[N+]([O-])c1c(Nc2cccc(C(F)(F)F)c2)cc(Cl)c2nonc12
(27) Cc1nc2ccccc2n1CC(O)c1ccccc1 (stereo not given)
(28) Cc1ccc(-c2cn3nc(N4CCC(C(=O)N5CCCCCC5)CC4)sc3n2)cc1
(29) Cc1ccc(C)c(Cc2c(C)nc3c(C(=O)N4CCN(c5cccc(C(F)(F)F)c5)CC4)cnn3c2C)c1
(30) COc1cc(/C=C(/NC(=O)c2ccccc2)C(=O)NCC(=O)O)c([N+](=O)[O-])cc1OC

assay / entry	26	27	28	29	30
GPR151 ag	1.3	0.0	0.4	0.9	0.8
MITF primary	16	11	0	-5	10
TEAD-YAP block	2	-3	-19	1	-3
FBW7 activator	-0.2	0.0	0.0	0.1	0.0

(31) COCCCNC(=O)c1c(C)nc2c(C)cccn12
(32) Cc1ccc(Nc2nnc(SCc3cn4cccnc4n3)s2)c(C)c1
(33) COc1cc(OC)cc(C(=O)Nc2ccc3c(c2)N(C(=O)C(C)C)CCC3)c1
(34) CCOc1ccc(Cl)cc1S(=O)(=O)N1CCN(c2ccc(F)cc2)CC1
(35) O=C(c1cccs1)c1conc1C(=O)c1ccco1

assay / entry	31	32	33	34	35
GPR151 ag	-1.7	0.3	1.2	5.0*	0.3
MITF primary	25	1	9	2	2
TEAD-YAP block	14	-6	4	12	11
FBW7 activator	0.4	0.1	1.4	-0.1	0.1

(36) CC1(C)CC(=O)C(C=NC(=O)c2ccccc2)=C(O)C1
(37) Cc1nc2cc(C(=O)NCCc3ccccc3)ccc2n1-c1ccc(OCc2ccccc2)cc1
(38) CC(C)n1cnc2c(NC3CC3)nc(N3CCOCC3)nc21
(39) Oc1ccc(Br)cc1/C=N/n1cnnc1
(40) COc1ccc(NC(=O)CN(c2ccc(Cl)c(Cl)c2)S(C)(=O)=O)cc1

assay / entry	36	37	38	39	40
GPR151 ag	-0.7	0.9	-0.9	1.1&0.2	-1.5
MITF primary	-7	12	-8	6&15	-1
TEAD-YAP block	-2	-2	3	0&-10	-9
FBW7 activator	0.1	0.1	-0.1	-0.1&-0.1	-0.1

(41) Cc1cccc(NC(=O)C(=O)NCCCOC(C)C)c1C
(42) CC1CCCCN1Cc1ccc(C(=O)NCc2ccc3c(c2)OCO3)c(=O)[nH]1 (stereo not given)
(43) COc1ccc(C(=O)NCCN=C2NS(=O)(=O)c3ccccc32)cc1
(44) O=C(Cn1nnc2ccccc21)OCC(=O)c1ccccc1
(45) Cc1cccc(C(=O)N/C(=C/c2cccc([N+](=O)[O-])c2)C(=O)O)c1

assay / entry	41	42	43	44	45
GPR151 ag	-0.6	-0.5	-0.4	1.9	-1.4
MITF primary	-6	10	1	6	4
TEAD-YAP block	0	-7	0	10	5
FBW7 activator	0.2	-0.1	0.1	0.2	-0.1

(46) CC1CCCCC12NC(=O)N(CC(=O)Nc1ccc(C(F)(F)F)cc1)C2=O (stereo not given)
(47) Cc1ccc(C(=O)NCCn2cc(SC(=N)N)c3ccccc32)cc1
(48) O=C(c1csc(Nc2ccccc2)n1)N1CCN(c2ccccn2)CC1
(49) COc1cc(OC)cc(C(=O)N2CCN(c3nc4c(C)c(Cl)ccc4s3)CC2)c1
(50) COc1ccc(CCNc2ccnc3c2c(=O)n(C)c(=O)n3C)cc1OC

assay / entry	46	47	48	49	50
GPR151 ag	-1.0	0.1	2.6	2.3	1.4
MITF primary	-7	-4	-11	-3	10
TEAD-YAP block	20	5	-24	-3	-1
FBW7 activator	0.1	-0.2	-0.2	-0.1	0.4

Copied from the list:
MITF primary result of COC(=O)c1cc2ccc3c(c2oc1=O)CN(Cc1ccco1)CO3 reads 5
TEAD-YAP block result of Cc1cccc(NC(=O)C(=O)NCCCOC(C)C)c1C reads 0
MITF primary result of Cc1ccc(C(=O)NCCn2cc(SC(=N)N)c3ccccc32)cc1 reads -4
GPR151 ag result of COc1cc(-c2nc3ccccc3c(=O)n2NC(=O)c2ccc([N+](=O)[O-])c(C)c2)cc(OC)c1OC reads -0.8
TEAD-YAP block result of COCCCNC(=O)c1c(C)nc2c(C)cccn12 reads 14
GPR151 ag result of CC1CCCCN1Cc1ccc(C(=O)NCc2ccc3c(c2)OCO3)c(=O)[nH]1 (stereo not given) reads -0.5

The list continues.
(51) CN(C)c1ccc(/C=C(\C#N)C(=O)OCC(=O)NC23CC4CC(CC(C4)C2)C3)cc1
(52) Nc1ccc(-c2cnn3c(N4CCC(O)CC4)ccnc23)cc1
(53) Cc1ccc(CN2C(=O)C(C(C)C(=O)O)Sc3ccccc32)cc1 (stereo not given)
(54) Cc1cnc(NCCCN2CCCC2=O)nc1NCc1nc2ccccc2[nH]1
(55) O=S(=O)(c1cccc(CSc2nc3ccccc3s2)c1)N1CCOCC1

assay / entry	51	52	53	54	55
GPR151 ag	-0.5	-0.5	-0.5	0.4	2.0
MITF primary	0	18	-2	26	11
TEAD-YAP block	1	-34	4	-18	-9
FBW7 activator	0.0	-0.3	-0.2	0.1	0.0

Part of the list above in order of molar mass, rising:
(53) Cc1ccc(CN2C(=O)C(C(C)C(=O)O)Sc3ccccc32)cc1 (stereo not given)
(54) Cc1cnc(NCCCN2CCCC2=O)nc1NCc1nc2ccccc2[nH]1
(51) CN(C)c1ccc(/C=C(\C#N)C(=O)OCC(=O)NC23CC4CC(CC(C4)C2)C3)cc1

assay / entry	53	54	51
GPR151 ag	-0.5	0.4	-0.5
MITF primary	-2	26	0
TEAD-YAP block	4	-18	1
FBW7 activator	-0.2	0.1	0.0

Back to the main list; the 2 compounds before the break are reprinted first.
(54) Cc1cnc(NCCCN2CCCC2=O)nc1NCc1nc2ccccc2[nH]1
(55) O=S(=O)(c1cccc(CSc2nc3ccccc3s2)c1)N1CCOCC1
(56) Cc1cc(N(C)C)nc(NCCNC(=O)c2sc(C)nc2C)n1
(57) O=C(COC(=O)c1ccc2c(c1)C(=O)N(C1CCCCC1)C2=O)c1ccccc1
(58) CCCCNCc1ccc(OCC(=O)Nc2ccccc2OC)c(OCC)c1
(59) CCN(CC(=O)Nc1ccccc1C(=O)OC)S(=O)(=O)c1ccc(Cl)cc1
(60) Cc1coc2c(C)c3oc(=O)c(Cc4ccccc4)c(C)c3cc12

assay / entry	54	55	56	57	58	59	60
GPR151 ag	0.4	2.0	0.0	0.5	-2.1	-0.3	3.0
MITF primary	26	11	-2	-8	25	23	0
TEAD-YAP block	-18	-9	28	5	-1	3	2
FBW7 activator	0.1	0.0	-0.1	-0.1	0.3	0.0	-0.2

(61) Cc1ccc(-n2cc(-c3ccccc3)c3c(NCc4ccc5c(c4)OCO5)ncnc32)cc1
(62) CC1=C(C(=O)OCCc2ccccc2)C(c2ccc3c(c2)OCO3)NC(=O)N1C (stereo not given)
(63) CC(C)(C)C(=O)NCCn1nc(-c2cccs2)oc1=O
(64) COc1ccc2c(c1)OC(C)CN(CC(=O)NCCc1ccccc1Cl)C2 (stereo not given)
(65) Cc1cc(C(F)F)n2nc(C(=O)Nc3cccc(Cl)c3Cl)nc2n1

assay / entry	61	62	63	64	65
GPR151 ag	1.5	-0.1	-0.8	1.4	1.6
MITF primary	-2	4	-6	5	-4
TEAD-YAP block	-4	2	-5	0	-2
FBW7 activator	-0.2	0.1	-0.1	1.0	0.9

(66) N#CC1=C(N)Oc2n[nH]c(-c3cccs3)c2C1c1ccncc1 (stereo not given)
(67) O=C1NC(c2ccc([N+](=O)[O-])cc2)/C(=C(\O)c2ccc(Br)cc2)C1=O (stereo not given)
(68) Cc1cccc(C(=O)NC2CCCCC2C)c1 (stereo not given)
(69) O=C(Nc1ccccc1)c1ccc(S(=O)(=O)N2CCOCC2)cc1
(70) CCOC(=O)C1=NN(C(C)=O)C2C(=O)N(c3ccc(C)c(C)c3)C(=O)C12 (stereo not given)

assay / entry	66	67	68	69	70
GPR151 ag	0.6	2.0	0.2	0.9	-1.4
MITF primary	16	3	0	30	8
TEAD-YAP block	-14	1	-15	1	-3
FBW7 activator	-0.2	-0.3	-0.1	-0.1	0.0

Among those listed so far, 3 have a furan ring, fused or not:
(2) COC(=O)c1cc2ccc3c(c2oc1=O)CN(Cc1ccco1)CO3
(35) O=C(c1cccs1)c1conc1C(=O)c1ccco1
(60) Cc1coc2c(C)c3oc(=O)c(Cc4ccccc4)c(C)c3cc12

assay / entry	2	35	60
GPR151 ag	-0.2	0.3	3.0
MITF primary	5	2	0
TEAD-YAP block	-10	11	2
FBW7 activator	-0.2	0.1	-0.2

Next structures follow.
(71) CCOc1cc(CNC(CC)CO)c(Cl)cc1OCC(N)=O (stereo not given)
(72) O=C(Nc1ccc2c(c1)OCO2)C1CC12CCN(C(=O)C1=CCCC1)CC2 (stereo not given)
(73) CC1=C(C(=O)OCCOc2ccccc2)C(c2ccc(C(C)C)cc2)C2=C(CCCC2=O)N1 (stereo not given)
(74) CCC1Sc2cc(S(=O)(=O)CCC(=O)Nc3cccc(OC)c3)ccc2NC1=O (stereo not given)
(75) COc1cc(/C=N/Nc2nc(C)cc(C)n2)ccc1OCCC(C)C

assay / entry	71	72	73	74	75
GPR151 ag	-0.1	-1.3	0.6	2.7	0.8
MITF primary	18	15	-1	-3	-6
TEAD-YAP block	4	7	4	-1	-3
FBW7 activator	-0.2	0.3	0.0	-0.1	-0.3

(76) CC(=O)NNC(=O)c1ccc(-c2ccccc2)cc1
(77) CC(=O)N(Cc1cc2ccc(C)cc2n2nnnc12)C1CCCCC1
(78) COc1cccc(C(=O)/C=C(\C)Nc2ccc(F)cc2F)c1
(79) O=C(Nc1ccccc1)c1ccc2nc(NCCN3CCOCC3)sc2c1

assay / entry	76	77	78	79
GPR151 ag	0.9	0.4	3.4	-0.9
MITF primary	-1	9	18	2
TEAD-YAP block	-15	-3	-6	-59
FBW7 activator	-0.3	-0.1	0.2	0.1
